Source: PubChem BioAssay
NCI-60 one-dose screen, 48 h, at 10 µM unless noted. Numbers give growth in % (100 = growth as untreated, 0 = no growth, -100 = all killed).
ACHN: ACHN renal cancer. 81,000 compounds, 4.9% hits
OVCAR-5: OVCAR-5 ovarian cancer. AID 1794783. 82,000 compounds, 2.9% hits
OVCAR-4: OVCAR-4 ovarian cancer cells | 80,000 compounds, 3.7% hits
OVCAR-8: OVCAR-8 ovarian cancer; 81,000 compounds, 4.4% hits; AID 1794782
CAKI-1: CAKI-1 renal cancer | 75,000 compounds, 4.7% hits
A498: A498 renal cancer cells; 76,000 compounds, 5.4% hits; AID 1794774
RXF 393: RXF 393 renal cancer cells; 77,000 compounds, 6.9% hits; AID 1794773
OVCAR-3: OVCAR-3 ovarian cancer; 79,000 compounds, 7% hits; AID 1794787
* = called active by the depositor; · = no result given; & = joins results of further samples; [ ] = dose if it differs, or a comment. The calls were made as follows: active = growth percent below 10; inactive = the rest.

SMILES	ACHN	OVCAR-5	OVCAR-4	OVCAR-8	CAKI-1	A498	RXF 393	OVCAR-3
COC(=O)[C@H](Cc1cn(C)cn1)NC(=O)[C@@H](NC(=O)Nc1cc(C(F)(F)F)cc(C(F)(F)F)c1)C(C)(C)C	0.7*[100 µM]	40[100 µM]	-72*[100 µM]	-55*[100 µM]	55[100 µM]	-77*[100 µM]	-87*[100 µM]	-99*[100 µM]
Cn1cc(-c2csc(-c3ccc4ccccc4c3)n2)c2cc(F)ccc21	108	99	106	103	92	·	105	113
NC(=O)c1ccccc1O	101&89	95	110&97	101&101	94&102	87&118	110&111	102&116
CC(=O)N1c2ccccc2Sc2ccc3ccccc3c21	99	104	105	105	94	81	107	108
Cc1nn(-c2ccccc2)c(Cl)c1C1CC(=O)CC(c2c(C)nn(-c3ccccc3)c2Cl)N1 (stereo not drawn)	110	108	116	·	110	124	126	103
CC(C)(C)c1ccc(O)c(Cc2cc(C(C)(C)C)ccc2O)c1	106	120	96	90	·	87	101	103
COc1ccc(/C=c2\c(=O)n(-c3ccccc3)c3nn4c(=O)c(=O)[nH]nc4n23)cc1	114	146	107	109	90	118	123	115
O=C1CCN(c2nc(CO)ncc2-c2ccc(C(F)(F)F)cc2)CC1	90	96	96	97	98	83	113	111
Cc1nn(-c2ccccc2)c(N2CCOCC2)c1/C=N/NC(=O)Cn1c(=O)sc2ccccc21	102	99	104	98	91	110	117	108
O=C(Nc1ccncc1)C(=O)c1cn(S(=O)(=O)c2cccc(F)c2)c2ccccc12	56	74	67	45	33	60	60	23
O=C(c1ccccc1)c1ccc(O)c(O)c1O	93	110	99	111	76	91	55	117
CC(Sc1nc2sc3c(c2c(=O)n1-c1ccc(Cl)cc1)CCCC3)C(=O)Nc1ccccc1 (stereo not drawn)	80	88	77	95	63	126	102	104
C=C1C(=O)O[C@H]2[C@H]1CC/C(COC(=O)NCc1ccc(Cn3c(=O)sn(-c4ccc(I)cc4)c3=O)cc1)=C\CC[C@@]1(C)O[C@@H]21	70	97	59	82	71	88	61	24
O=c1ccc(=O)n(-c2nc(O)c(N=Nc3c(Cl)cccc3Cl)s2)[nH]1	100	105	98	103	94	108	93	113
CCCCCN(C(=O)CCl)c1ccccc1	111	121	101	98	101	100	105	101
C=CCN1C(=O)/C(=C/C(=O)OC)S/C1=N\Nc1ccc([N+](=O)[O-])cc1[N+](=O)[O-]	93	103	89	98	87	53	114	104
OC(N1CSC(=S)N(C(O)C(Cl)(Cl)Cl)C1)C(Cl)(Cl)Cl (stereo not drawn)	104	109	111	101	104	105	111	110
O=C(CSc1nc2ccccc2c(=O)n1-c1ccc(S(=O)(=O)Nc2ccc(Cl)nn2)cc1)NC1CCCCC1	98	103	101	99	86	89	102	105
NC1=Nn2c(nnc2-c2cc(C(F)(F)F)cc(C(F)(F)F)c2)SC1	105	115	110	97	96	101	·	107
CONC(=O)C1CN(c2cccc(Cl)c2)N(c2cccc(Cl)c2)C1=O (stereo not drawn)	98	82	104	84	92	111	102	103
C=C(C)C[C@@]1(C)CC2[C@@]3(C)CC[C@H](O)C(C)(C)C3CC[C@@]2(C)[C@H](C(=O)OC)C1=O (stereo partly drawn)	100	97	102	99	83	101	121	107
c1ccc(C2=NNC(c3cc(-c4cc5ccccc5o4)n(-c4ccccc4)n3)C2)cc1 (stereo not drawn)	100	96	106	106	88	94	107	117
CCOc1ccc(OCC)c(Cl)c1	105	105	127	115	114	98	111	101
O=C(Nc1cccc2[nH]c(C(F)(F)F)nc12)c1cc(Cl)ccc1Cl	48	78	23	27	31	-7.0*	41	21
COCCOC(=O)Cc1ccc(OC)c(OC)c1	109	102	110	102	·	91	118	109
CCCCC(=O)Nc1c(C(=O)Nc2ccccc2)sc2nc3c(cc12)C(OC(=O)CCCC)CCC3 (stereo not drawn)	115	111	37	85	·	65	95	102
COc1cc(C2Nc3c(ccc4ccccc34)-n3c(C)cc(=O)n32)cc(OC)c1OC (stereo not drawn)	111	98	107	94	105	103	97	112
N=C(N)c1ccc(C(=O)Nc2ccc(Cl)cc2)cc1	107	107	98	100	·	102	111	117
O=C1C=C(C(O)c2ccc(Cl)cc2)C(=O)c2ccccc21 (stereo not drawn)	95	101	·	103	98	103	126	89
Cc1ccc2oc(=O)cc(C3C(C#N)=C(N)Oc4c3ccc3ccccc43)c2c1 (stereo not drawn)	99	99	88	86	·	89	79	76
O=C1COc2ccccc2C(=O)N1CCCCN1CCCCC1	99	96	95	94	103	114	118	110
COc1cc(/C=C2\Oc3cc(OCCCN4CCCC4)ccc3C2=O)cc(OC)c1	-45*	89	75	56	59	·	60	-35*
CC(C)CCCCCCCCCCCSCNc1ccc(S(=O)(=O)c2ccc(NCSCCCCCCCCCCCC(C)C)cc2)cc1	104	97	118	104	·	119	109	114
O=C(O)c1ccccc1-c1c2ccc(=Nc3ccccc3)cc-2oc2cc(Nc3ccc(S(=O)(=O)O)cc3)ccc12	91	100	93	102	80	85	111	105
CC(NC(=O)Oc1cccc2ccccc12)c1ccccc1 (stereo not drawn)	99	123	97	97	121	106	105	103
CCC12CCC[N+]3([O-])CCC4(C(=Nc5ccccc54)C(O)(C(=O)OC)C1)C23 (stereo not drawn)	102	94	106	102	103	108	113	106

Quoted at random: five compounds from above
SMILES	ACHN	OVCAR-5	OVCAR-4	OVCAR-8	CAKI-1	A498	RXF 393	OVCAR-3
CC(C)CCCCCCCCCCCSCNc1ccc(S(=O)(=O)c2ccc(NCSCCCCCCCCCCCC(C)C)cc2)cc1	104	97	118	104	·	119	109	114
COc1cc(C2Nc3c(ccc4ccccc34)-n3c(C)cc(=O)n32)cc(OC)c1OC (stereo not drawn)	111	98	107	94	105	103	97	112
COc1cc(/C=C2\Oc3cc(OCCCN4CCCC4)ccc3C2=O)cc(OC)c1	-45*	89	75	56	59	·	60	-35*
CC(NC(=O)Oc1cccc2ccccc12)c1ccccc1 (stereo not drawn)	99	123	97	97	121	106	105	103
O=C1COc2ccccc2C(=O)N1CCCCN1CCCCC1	99	96	95	94	103	114	118	110

More structures follow:
SMILES	ACHN	OVCAR-5	OVCAR-4	OVCAR-8	CAKI-1	A498	RXF 393	OVCAR-3
c1coc(CSc2nc(SCc3ccco3)c3[nH]cnc3n2)c1	93	90	89	91	94	89	103	106
COc1ccc2nc(NCCCNCCO)c3sc4ccc(F)cc4c(=O)c3c2c1	40	82	-54*	6.9*	7.5*	26	44	-65*
Clc1ccc(C2CC(c3ccc(Nc4ccnc5cc(Cl)ccc45)cc3)=NN2c2ccc(Cl)cc2)cc1 (stereo not drawn)	99	95	104	96	101	58	88	102
NS(=O)(=O)c1cccc(N/C=C/C(=O)c2ccc(F)cc2)c1	114	108	103	104	99	104	109	·
O=[n+]1c2ccccc2n([O-])c2cc(Cl)ccc21	21	108	40	43	19	82	·	45
COc1ccc(-c2nc(SCc3nnc(-c4ccc(Cl)cc4)o3)[nH]c(=O)c2C#N)cc1	103	103	114	98	95	103	126	107
N#Cc1nc(-c2ccccc2)oc1NCC(c1ccco1)N1CCCC1 (stereo not drawn)	105	116	98	101	·	94	97	91
O=C1NC(=O)c2ccc3c4c(ccc1c24)C(=O)NC3=O	92	100	89	89	77	170	80	107
COc1ccc(C(=O)C[C@@]2(O)C(=O)Nc3c(Cl)ccc(Cl)c32)cc1	98	99	93	102	80	70	96	100
COc1nc2c(ccc3c2cnn3-c2ccc(Cl)cc2)cc1S(=O)(=O)c1ccccc1	30	73	23	45	73	60	46	91
Cc1cc(C)nc(SCC(=O)Nc2ccc(S(N)(=O)=O)cc2)n1	101	107	112	105	96	123	96	113
CN(C1c2ccccc2Oc2ccccc21)S(=O)(=O)c1cc(Cl)ccc1Cl	53	84	69	66	54	21	73	19

Part of the list above in order of length of the SMILES, rising:
SMILES	ACHN	OVCAR-5	OVCAR-4	OVCAR-8	CAKI-1	A498	RXF 393	OVCAR-3
O=[n+]1c2ccccc2n([O-])c2cc(Cl)ccc21	21	108	40	43	19	82	·	45
c1coc(CSc2nc(SCc3ccco3)c3[nH]cnc3n2)c1	93	90	89	91	94	89	103	106
COc1ccc(C(=O)C[C@@]2(O)C(=O)Nc3c(Cl)ccc(Cl)c32)cc1	98	99	93	102	80	70	96	100

Whole records, quoted from the list. Values in the order: ACHN	OVCAR-5	OVCAR-4	OVCAR-8	CAKI-1	A498	RXF 393	OVCAR-3
`NS(=O)(=O)c1cccc(N/C=C/C(=O)c2ccc(F)cc2)c1` as listed: 114	108	103	104	99	104	109	·
`COc1ccc(-c2nc(SCc3nnc(-c4ccc(Cl)cc4)o3)[nH]c(=O)c2C#N)cc1` as listed: 103	103	114	98	95	103	126	107
`c1coc(CSc2nc(SCc3ccco3)c3[nH]cnc3n2)c1` as listed: 93	90	89	91	94	89	103	106

Additional structures
SMILES	ACHN	OVCAR-5	OVCAR-4	OVCAR-8	CAKI-1	A498	RXF 393	OVCAR-3
O=C(Nc1ccc(Cl)cc1)P(=O)(O)c1ccccc1	109	113	106	97	95	106	104	112
COc1ccc(/C(=N\NC(N)=S)c2ccc(Cl)cc2)cc1OC	42	51	61	38	31	-4.9*	25	·
FC(F)(F)c1cc(-c2nnc3n2NC(=NC2CC2)CS3)cc(C(F)(F)F)c1	103	105	111	105	99	66	·	117
COc1cc(/C=C2\C(=N)N=C(SCc3nc4ccccc4[nH]3)NC2=O)cc(OC)c1OC	103	108	112	102	91	126	110	112
COC(=O)C1=Nc2ccc(F)cc2/C1=C\c1sc(Nc2ccc(O)cc2)nc1O	85	98	65	83	56	42	44	20
O=C(CC(O)c1ccncc1)c1ccccc1 (stereo not drawn)	-28*	104	-29*	-37*	86	62	-69*	-60*
Cc1csc[n+]1CCC1CCCCC1	104	90	99	93	95	64	104	89
CCCCn1c(-c2cccc(OC)c2)nc2cc(OC)c(OC)cc2c1=O	98	101	108	118	·	110	·	113
CCCCCCN1C(=O)C2C/C(=C\N(C)C)C(=O)N2C1N(C)C (stereo not drawn)	72	98	99	105	·	101	115	103
COCOc1cc2oc(C(=O)N[C@@H](Cc3ccccc3)C(O)C(=O)NCCc3ccc(OC)cc3)c(C)c(=O)c2cc1OCOC (stereo partly drawn)	103	111	99	100	103	107	97	104
COc1ccc2oc(=O)cc(-c3c4nc(c(-c5cc(=O)oc6ccc(OC)cc56)c5ccc([nH]5)c(-c5cc(=O)oc6ccc(OC)cc56)c5nc(c(-c6cc(=O)oc7ccc(OC)cc67)c6ccc3[nH]6)C=C5)C=C4)c2c1	84	91	79	78	71	65	83	83
N#Cc1c(-c2ccc(Cl)cc2)csc1NC(=O)Nc1ccc(Cl)c(C(F)(F)F)c1	3.4*	60	-26*	23	14	36	34	-20*
CCCOC(=O)Nc1nc2ccc(SCC)cc2s1	107	102	94	95	80	71	96	77
CCN1CCN(/C=C2\SC(=S)NC2=O)CC1	103	97	112	112	101	109	135	105
O=C(O)/C=C/C(=O)Nc1cccc2ccccc12	92	103	98	98	95	109	103	91
Clc1nc2ccc(Br)cc2cc1-c1nc2ccccc2[nH]1	2.3*	108	65	88	84	40	11	96
Cc1nc(C#N)c(NCc2ccccc2O)o1	108	119	118	105	·	97	134	111
N#Cc1c(-c2ccccc2)nc2c(c(-c3ccc(Cl)cc3)nn2-c2ccccc2)c1-c1ccc([N+](=O)[O-])cc1	98	100	109	99	79	100	109	126
CN(C)c1ccc(C2CC(=O)c3c(oc4cc(O)c(O)cc34)C2)cc1 (stereo not drawn)	92	99	88	97	101	104	100	96
Oc1ccccc1-c1cncnc1	110	105	113	102	101	105	96	109
NCCCCCCN	103	101	90	105	112	120	107	100
CCOc1ccc(C(=O)O)cc1	109	105	103	106	98	85	105	115
Nc1ncc(-c2ccc(C(=O)N3CCC(O)CC3)cc2)nc1-c1ccc(C(F)(F)F)cc1	112	124	115	104	102	125	114	117
Cn1c(N)c(NC(=S)NC2CCCCC2)c(=O)n(C)c1=O	114	114	113	111	120	107	120	119
CCC(C)(C)c1ccc(Nc2ccc(Nc3ccc(C(C)(C)CC)cc3)cc2)cc1	97	94	89	88	71	121	83	90
NC(=S)NNC(=O)c1cnc2n(c1=O)CCCCC2	98	109	114	107	98	·	115	122
C1=C\CCC2(OCCO2)C2(CC/1)OCCO2	111	105	108	112	102	106	107	103
O=C(NCCCCCCCNC(=O)OCc1ccc2c(Cl)cc(Cl)c(O)c2n1)OCc1ccc2c(Cl)cc(Cl)c(O)c2n1	-100*	-77*	-72*	-8.9*	-93*	-81*	-90*	-87*
C[C@@H](C[C@H](CCOC(=O)N(C)C)c1ccccc1)c1ccc2ccccc2c1	108	119	101	100	79	103	106	113
C=C1C(=O)O[C@H]2[C@H]1CC/C(COC(=O)NCc1cccc(OC)c1)=C\CC[C@@]1(C)O[C@@H]21	2.4*	67	49	46	10	81	-57*	-7.6*
CCCC(=O)Oc1ccc(CC)cc1	107	102	97	98	96	78	117	115
O=C1c2c(c3c4ccc(Br)cc4oc3c3[nH]c4ccccc4c23)C(=O)N1CCO	12	70	90	50	24	52	57	·
COc1ccc(C(=O)C(C#N)c2ccccc2)cc1 (stereo not drawn)	110	100	101	99	107	102	102	108
COc1ccc2oc(=O)cc(Cc3cn4ccc(C)cc4nc3=O)c2c1	101	97	101	107	·	100	121	113
Cc1ccc2c(n1)C(=O)C(Cl)=C(Nc1ccc(S(=O)(=O)Nc3ccccn3)cc1)C2=O	110	128	112	111	101	100	·	112
Cc1csc(SCc2nc3sc(C)c(C)c3c(=O)[nH]2)n1	119	88	97	116	103	118	102	122
Nc1ccc(-c2ccc(S(=O)(=O)O)cc2)cc1	111	110	112	106	·	133	129	103
CCN(CC)CCCC(C)Nc1ccnc2cc(C)c(C)cc12 (stereo not drawn)	104	96	117	100	95	96	105	105
O=C1C(c2ccccc2)c2ccccc2N1Cc1ccccc1 (stereo not drawn)	99	102	98	98	81	96	105	115
Cc1ccc2c(c1)C(=C(C#N)C#N)CCN2	108	102	93	104	105	112	·	·
CCN(CC)c1ccc(/C=N/NC(=O)c2ccc(S(C)(=O)=O)cc2)c(O)c1	17	32	35	17	20	45	29	33
